# Assay outcomes from PubChem BioAssay.
# Tau fibril FP – tau fibrillization inhibition (FP); actives 0.39% (n = 280,000); K18 P301L tau heparin fibrillization, Alexa594 FP, 6 h; Potency, µM (doses to about 57.7 µM), for inactives: at the top dose activity, negative = inhibition, actives largely listed as inhibitors; AID 1468; also: % is scaled to controls: 0 for no effect and ±100 for the full control effect; nearly all actives have a fitted effect of over 55% in size
# Target sequence (P10636 561-689 P618L limits assumed): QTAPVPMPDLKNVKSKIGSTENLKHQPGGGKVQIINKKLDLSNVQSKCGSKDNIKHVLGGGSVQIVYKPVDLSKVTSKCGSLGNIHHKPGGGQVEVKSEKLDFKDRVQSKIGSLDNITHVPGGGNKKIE
#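 Recombinant K18 P301L […], labeled with Alexa 594 at 0.24 uM over 15 uM unlabeled; heparin inducer 20 uM final; 37 C, 6 hr; FP endpoint.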
# ALDH1A1 inh – ALDH1A1 (human) enzyme inhibition; P00352; Purified ALDH1A1, NADH fluorescence, propionaldehyde substrate; Potency, µM (doses to about 75.3 µM), for inactives: at the top dose activity, negative = inhibition, hits mostly inhibitors; actives 7.3% (n = 220,000); AID 1030; active = well fitted inhibition curve with a large enough effect, not every such curve was filed as active; inconclusive = small, poorly fitted or top-dose-only effect, or another doubt; inactive = no such curve, though single readings can be large or run the other way;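 also: plate controls were no enzyme wells and a reference inhibitor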
# Target sequence (P00352 whole entry, looked up): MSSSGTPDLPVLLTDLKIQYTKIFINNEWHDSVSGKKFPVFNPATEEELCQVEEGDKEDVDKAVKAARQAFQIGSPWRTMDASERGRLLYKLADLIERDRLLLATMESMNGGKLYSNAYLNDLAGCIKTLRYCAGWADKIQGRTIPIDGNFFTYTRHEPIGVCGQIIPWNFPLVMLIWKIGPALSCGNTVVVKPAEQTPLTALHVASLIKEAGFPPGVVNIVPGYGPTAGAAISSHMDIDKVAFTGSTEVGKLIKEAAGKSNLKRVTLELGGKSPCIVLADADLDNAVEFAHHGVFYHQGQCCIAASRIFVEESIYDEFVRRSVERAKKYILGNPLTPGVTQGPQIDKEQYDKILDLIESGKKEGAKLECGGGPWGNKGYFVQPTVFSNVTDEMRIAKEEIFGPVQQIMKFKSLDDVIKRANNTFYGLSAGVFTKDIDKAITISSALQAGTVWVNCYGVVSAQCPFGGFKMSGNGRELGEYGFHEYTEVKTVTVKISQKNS
# SMN2 splice enh – SMN2 splice variant enhancement; actives 2.8% (n = 210,000); Potency, µM (series often up to 46.1 µM), without a hit: top-dose activity change, positive = activation, most hits filed as activators; HEK293 SMN2-luciferase splicing reporter, luminescence, 30-36 h; also: % of control where 0% means no effect; nearly all actives have a fitted effect of over 55% in size
#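 HEK293 cells carry an SMN2 […]–luciferase reporter in which exon 7 inclusion puts luciferase in frame. Cells were plated 10-12 h before compound addition, then incubated 30-36 h at 37C. ONE-Glo luminescence was read; sodium butyrate at 4.5 mM final served as control.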
# HttQ103 aggreg – inhibitors of mutant huntingtin aggregate formation in PC12 cells; PC12 HttQ103-GFP aggregates, Acumen cytometry, 40 h; Potency, µM (highest dose often 46.1 µM), for inactives: top-dose activity change, negative = inhibition, most hits filed as inhibitors; actives 1.1% (n = 220,000); also: % is scaled to controls: 0 for no effect and ±100 for the full control effect; nearly all actives have a fitted effect of over 60% in size
#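 Ecdysone-promoter PC12 model expressing HTT exon 1 Q103 fused to GFP, induced by tebufenozide at 100 nM final. Compounds titrated; aggregates sized 1–25 µm scored on a 488 nm laser cytometer.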
# HTT cytoprotect – cytoprotection in Huntington HTT-Q103 PC12 cell model; Potency, µM (series often up to 56.4 µM), inactives show cytoprotection (ATP increase), most hits filed as activators; AID 1471; PC12 HTT-Q103 induced, cytoprotection, ATP luminescence, 40 h; actives 0.14% (n = 230,000);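 also: % of control where 0% means no effect; nearly all actives have a fitted effect of over 45% in size; toxic huntingtin expression switched on by the ecdysone agonist tebufenozide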
#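 Readout: ATPlite luminescence (ATP level). Model: stable PC12, inducible Htt exon1 Q103-GFP. Inducer: tebufenozide, 100 nM final. Compounds: dose series. No G418 in medium.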
# Tau fluor counter – counter-screen for tau fibril formation inhibitors. tau K18 P301L Alexa594 fluorescence, heparin fibrillization. Potency, µM (series often up to 57.7 µM), inactives show at the top dose activity change, negative = decrease. actives 0.93% (n = 280,000). AID 1463; also: % is scaled to controls: 0 for no effect and ±100 for the full control effect; nearly all actives have a fitted effect of over 55% in size
#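 Human tau K18 P301L (15 uM unlabeled, 0.24 uM Alexa 594-labeled) in 100 mM sodium acetate pH 7 with 20 uM heparin, 6 hr at 37 C. ThT 30 uM added, 1 hr ambient; Alexa 594 FP and total fluorescence read at 555/632 nm.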
# Tau fibril ThT – tau fibrillization inhibition (ThT binding); Potency, µM (top dose mostly 57.4 µM), for inactives: at the highest dose activity, negative = inhibition, usual class: inhibitors; recombinant tau K18 P301L (four-repeat tau fragment), heparin-induced fibrillization, ThT fluorescence; actives 2.1% (n = 270,000); P10636; also: % is scaled to controls: 0 for no effect and ±100 for the full control effect; nearly all actives have a fitted effect of over 55% in size
#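 Tau K18 P301L fragment (15 uM unlabeled plus 0.24 uM Alexa 594-labeled) in 100 mM sodium acetate pH 7 with compound, fibrillization induced by 20 uM heparin for 6 hr at 37 C. Thioflavin T (30 uM) added, fluorescence read after 1 hr (ex 450, em 510 nm).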
# JMJD2E inh – JMJD2E (human) inhibition. B2RXH2. JMJD2E catalytic domain, FDH-coupled NADH fluorescence (FDH is formaldehyde dehydrogenase). Potency, µM (doses to about 57.1 µM), inactives show top-dose activity change, negative = inhibition, hits mostly inhibitors. actives 1.6% (n = 230,000). AID 2147; active = well fitted inhibition curve with a large enough effect, not every such curve was filed as active; inconclusive = small, poorly fitted or top-dose-only effect, or another doubt; inactive = no such curve, though single readings can be large or run the other way;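 also: 0% = wells with enzyme and -100% = buffer wells without enzyme; nearly all actives have a fitted effect of over 50% in size; many of its hits are not listed in these tables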
# Target sequence (B2RXH2 1-337 limits assumed): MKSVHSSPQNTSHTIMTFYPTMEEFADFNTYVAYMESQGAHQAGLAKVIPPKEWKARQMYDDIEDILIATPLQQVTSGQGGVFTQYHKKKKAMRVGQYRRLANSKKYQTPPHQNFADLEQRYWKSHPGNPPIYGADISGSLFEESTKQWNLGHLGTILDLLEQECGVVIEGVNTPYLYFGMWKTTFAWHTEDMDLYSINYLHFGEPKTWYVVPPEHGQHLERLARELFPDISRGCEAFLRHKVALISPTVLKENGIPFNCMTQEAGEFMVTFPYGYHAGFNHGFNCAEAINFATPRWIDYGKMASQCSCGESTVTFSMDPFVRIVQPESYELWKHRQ
# The depositor's hits bear a star; ? = inconclusive; . = no result given; & = joins results of further samples; [ ] = remark or other dose. Unless noted, calls follow the shape of the dose curve; as a rule, active = well fitted curve in the direction sought with a large enough effect; inconclusive = small, poorly fitted or top-dose-only effect, or another doubt; inactive = no such curve, though single readings can be large; an effect the other way counts as inactive or inconclusive. Potency is read from the fitted curve at half-maximal effect.
mol	JMJD2E inh	Tau fluor counter	HttQ103 aggreg	Tau fibril FP	Tau fibril ThT	ALDH1A1 inh	HTT cytoprotect	SMN2 splice enh
Cc1nn(-c2ccc(Cl)cc2)c(N)c1C(O)(CSc1nccn1C)C(F)(F)F (stereo not given)	-4%	-22%	17%	-6%	-13%	-4%	-4%	-12%
CCCOc1ccc(CSc2n[nH]c(C)n2)cc1	4%	-12%	2%[9.22 µM]	-1%	-11%	.	-15%[10 µM]	.
CCOC(=O)CSCC(NC(=O)OC(C)(C)C)C(=O)OCC (stereo not given)	2%	-13%	?	6%	-3%	4%	-92%[inhibitor][10 µM]	-13%
Cc1cc2nc(C)c(=O)n(C)c2cc1C	?	2%	-17%	-2%	1%	?	.	?
CCN1CCc2c(OCC(=O)N3CCc4ccccc43)cccc2C1=O	10%	-3%	14%	2%	-8%	8%	.	-6%
CO[C@H]1COC(=O)[C@H](C)NC(=O)C/C=C\[C@@H](C)[C@H](OC)COC(=O)C/C=C\[C@@H]1C	.	-3%[11.6 µM]	.	-14%[11.6 µM]	-6%[11.5 µM]	2%[13.5 µM]	0%[10 µM]	.
COc1cccc2sc(Nc3nc(C)c(C(C)=O)s3)nc12	11%	-20%	21%	8%	?	?	-20%[10 µM]	7.9µM*
CC1(C)CC(=O)C2=C(C1)NC(Nc1nc3ccccc3o1)=NC21CCCCC1	0%	-1%	-10%	-2%	-5%	7%	-20%[0.074 µM]	3%
CCCCCCCCS(=O)CCC(=O)O (stereo not given)	-2%	5%	11%	-4%	-1%	?	-15%	-13%
Cc1cccc(N2CCN(c3ccc(N4C(=O)CCCC4=O)cc3[N+](=O)[O-])CC2C)c1 (stereo not given)	4%	-22%	-14%	7%	?	?	-6%[10 µM]	-29%
Cc1ccc(-c2csc(Nc3ccc(S(N)(=O)=O)cc3)n2)o1	-26%	?	-9%	15%	?	2.2µM*	7%	-20%
FC(F)(F)c1cccc(Cn2nnnc2-c2cccc(C(F)(F)F)c2)c1	3%	-17%	-7%	1%	0%	6%	12%	-29%
CCCCCCCCCCCCOS(=O)(=O)O	.	.	-8%	.	.	12%&-1%	26%&10%&4%	4%&1%
CCOc1ccc(-c2nc3c(c(SCC(=O)Nc4ccccc4C)n2)Cc2ccccc2O3)cc1	.	-16%	.	-7%	-4%	.	.	-3%
COC(=O)c1ccccc1NC(=O)C1CCN(S(=O)(=O)c2cc(OC)ccc2OC)CC1	10%	-14%	2%	5%	-8%	?	-2%[10 µM]	-16%
CN(C)c1nnnn1Cc1ccccc1	1%	7%	6%	7%	4%	-1%	-2%	0%
Cc1ccccc1-c1nc(P(=O)(c2ccccc2)c2ccccc2)c(N2CCOCC2)o1	-2%	-15%	-6%[9.22 µM]	-3%	?	4%	-7%[10 µM]	.
O=S(=O)(NCc1ccc(F)cc1)c1ccc2c(c1)OCCO2	-2%	-2%	0%	7%	0%	-14%	5%	-11%
O=C(Cc1ccc(Cl)cc1)Nc1ccccc1C(=O)Nc1ccc(C(=O)O)cc1	-13%	-11%	-18%	-4%	-6%	10%	-3%	-6%
Cn1c(=O)c2ncn(CC(=O)NCCC3=CCCCC3)c2n(C)c1=O	4%	5%	3%	6%	3%	?	0%	29%
CN(C)S(=O)(=O)c1cccc(N=C2NN=C(c3ccccc3)CS2)c1	-2%	?	?	?	8.9µM*	?	10%[10 µM]	-58%[inhibitor]
CCOC(=O)c1sc(NC(=O)Cn2nnc3sc4c(c3c2=O)CCC(C(C)(C)C)C4)nc1C (stereo not given)	-11%	-29%	-12%	1%	?	?	.	-17%
CC(C)N(CCCNC(=O)CC1Oc2ccccc2NC1=O)Cc1ccccc1 (stereo not given)	5%	-3%	3%	3%	-8%	-4%	1%	9%
CC(=O)Nc1cccc(NC(=O)c2cc(C)on2)c1	-2%	-1%	-8%	-2%	-3%	?	-3%[0.074 µM]	?
CC(C)(CS(=O)(=O)[O-])NC(=O)CC[N+](C)(C)CCO	-18%	-10%	11%	1%	-6%	4%	-8%	-18%
Cc1ccsc1C1Nc2ccc3ncccc3c2C2=C1C(=O)CC(C)(C)C2 (stereo not given)	5%	6%	-18%[9.22 µM]	-2%	6%	?	-51%[inhibitor][10 µM]	-14%
Cc1ccc2nc(-c3ccc(NC(=O)CSCC(=O)O)cc3)sc2c1	?	-4%	-2%[9.22 µM]	4%	12%	.	-7%[10 µM]	.
COc1cc(C2NC(=O)NC(C)=C2C(=O)OC(C)C)ccc1OC(=O)c1ccco1 (stereo not given)	1%	-4%	6%	2%	-5%	20%	30%[10 µM]	-12%
Cc1nc2ccccn2c1C(=O)C(=O)Nc1cc(F)ccc1F	-3%	3%	16%	-5%	3%	0%	-46%	9%
Clc1ccc2nc(-c3ccc(Br)o3)c(Nc3ccc4c(c3)OCCO4)n2c1	.	?	.	3%	-2%	.	.	5%

# Other compounds follow:
mol	JMJD2E inh	Tau fluor counter	HttQ103 aggreg	Tau fibril FP	Tau fibril ThT	ALDH1A1 inh	HTT cytoprotect	SMN2 splice enh
O=C(NC1CCN(Cc2ccccc2)CC1)C1CCCN(S(=O)(=O)c2cccc3nonc23)C1 (stereo not given)	1%	-3%	-33%	6%	-5%	?	10%	-34%
O=C(/C=C/c1ccc(Cl)cc1Cl)NCc1ccncc1	5%	-15%	?	-8%	-4%	9%	-26%	-20%
COC(=O)CNC(=O)c1ccc(OC2CCN(C(=O)C3CC3)CC2)cc1	7%	-1%	-4%	-4%	-12%	0%	-26%	.
CCOc1ccc(C(=O)CC(=O)C(=O)NCCc2ccc(OC)c(OC)c2)cc1	-9%	-11%	32%	15%	?	?	5%[10 µM]	-24%
Cc1ccc(CNC(=O)CSCc2nc(-c3cccc(C)c3)oc2C)cc1	.	-11%	.	11%	?	.	.	-15%
CC1(C)N(O)CC(c2cccs2)=[N+]1[O-]	2%	2%	-11%	-2%	0%	-13%	19%	.
COc1ccccc1NS(=O)(=O)c1cc(NC(=O)CCNC(C)=O)ccc1C	-5%	-7%	-11%	-2%	-7%	2%	-4%	1%
CCOc1ccc(N=C2SC(C(=O)O)CC(=O)N2C)cc1 (stereo not given)	-6%	5%	5%	0%	9%	?	-15%[10 µM]	17%
CCCCOc1ccccc1C1CC(=O)NC2=C1C(=O)CCC2 (stereo not given)	0%	-2%	14%	8%	-2%	10%	-67%[inhibitor]	-17%
CC(=O)Nc1ncc2c(n1)CC(c1ccco1)CC2=O (stereo not given)	-27%	-9%	15%[9.22 µM]	-2%	-21%	-12%	-2%	-8%
CCN(CC)CCCOC(=O)c1ccc(OC)cc1O	-7%	-3%	.	0%	-5%	15%	.	-2%
C=CCCCCCCCCc1nc(SCC(=O)O)n[nH]1	-6%	-11%	15%[9.22 µM]	-2%	-5%	.	16%[10 µM]	.
CCOC(=O)c1[nH]c2ccccc2c1NC(C)=O	?	-3%	-2%[9.22 µM]	0%	-6%	.	0%[10 µM]	.
CSc1ccc(CN(C)CC(=O)Nc2ccccc2Br)cc1	10%	-15%	-18%	2%	?	10%	8%[10 µM]	-12%
CCOc1ccc(NC(=O)CC2C(=O)N(c3ccc(OC)cc3)C(=S)N2Cc2ccccn2)cc1 (stereo not given)	-2%	?	24%	-4%	-1%	?	-3%	-34%[inhibitor]
O=c1[nH]cnc2ccccc12	3%&2%	-7%&-12%&-2%	-3%	-13%&6%&4%	0%&-12%&-8%	12%&-1%&0%	11%&-5%	-1%&-42%
Cc1ccc(NC(=O)CSc2cccc[n+]2[O-])c([N+](=O)[O-])c1	2%	-2%	27%	-3%	2%	-56%	-25%	16%
COCOc1cc(OC)ccc1C(=O)/C=C/c1ccc2c(c1)OCO2	-6%&8%	?	.	?	?	?	?	12%&0%
Cc1nc(N2CCCCC2)sc1C=O	-1%	7%	-5%	1%	8%	?	-47%[inhibitor]	25%
COC(=O)c1cccnc1SCc1ccccc1	9%	-9%	8%	-6%	-2%	8%	-3%[10 µM]	-14%
CCOc1ccc(NC(=O)c2cc(C)nc3ccccc23)cc1	6%	-7%	25%	-2%	-6%	0%	-3%[10 µM]	5%
COC(=O)c1ccc(NC(=O)CN(c2ccc3c(c2)OCO3)S(C)(=O)=O)cc1	4%	-2%	-1%	-4%	13%	9%	10%[10 µM]	5%
O=C(Nc1ccc(F)cc1)c1cc(S(=O)(=O)Nc2ccc(F)cc2)cs1	-1%	?	?	?	-13%	3%	-53%[inhibitor]	-26%
Cc1cc(-n2nc(C)cc2C)n2ncc(-c3ccccc3)c2n1	3%	0%	10%	1%	-4%	2%	-4%	0%
COc1ccc(NCC(=O)N/N=C/C=C/c2ccccc2[N+](=O)[O-])cc1	2%	-27%	14%	10%	?	?	34%[10 µM]	12%
Nc1nc(SCC(=O)Nc2ccccc2)[nH]c(=O)c1NC(=O)c1cccs1	0%	-7%	-5%	-1%	-4%	2%	.	2%
NS(=O)(=O)c1ccc(CCNCC(=O)N2CCC(Cc3ccccc3)CC2)cc1	-10%	-1%	11%[9.22 µM]	1%	6%	10µM*	6%[10 µM]	.
COc1ccc(C(=O)CSc2nnc(-c3cnccn3)n2Cc2ccco2)cc1	-1%	-5%	0%	-4%	-5%	?	-1%[0.074 µM]	-1%
CC1(C)CC2=C(CO1)C(=S)NC(c1ccccc1)N2CC1CCCO1 (stereo not given)	-16%	-10%	1%[9.22 µM]	-7%	-9%	.	2%[10 µM]	.
COc1cccc(C(=O)NCCn2ccc3ccccc32)c1	0%	-17%	?	6%	-16%	12%	-15%[10 µM]	7.9µM*
COc1ccc(N2C(=O)CCC(C(=O)N3CCOCC3)C2c2ccc(F)cc2)cc1 (stereo not given)	-5%	2%	-5%	6%	-4%	14%	7%	-3%
COc1ccc(Cn2c(=O)c3[nH]cnc3n(-c3ccccc3C)c2=O)cc1	0%	-4%	-1%[9.22 µM]	5%	-9%	.	-4%[10 µM]	.

# Only part of the results is shown; rates above refer to the full screens.
